Compound activity from PubChem BioAssay.
Tb PFK inh = qHTS Assay to Find Inhibitors of T. brucei phosphofructokinase | ATP-dependent 6-phosphofructokinase (Trypanosoma brucei brucei), O15648 | T. brucei PFK, ADP-Glo luminescence | Potency, µM (highest dose often 57.5 µM), without a hit: top-dose activity, negative = inhibition, most hits filed as inhibitors | 0.17% of 330,000 active | AID 485367, 2010;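 also: potency is read from the fitted curve at half-maximal effect; 0% = uninhibited 1x PFK enzyme wells and -100% = no-enzyme wells; nearly all actives have a fitted effect of over 60% in size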
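Compounds were pin-transferred as a titration series up to 57 uM into substrate buffer (0.5 mM F6P, 0.1 mM ATP, pH 8.0), then 1.25 nM PFK was added and reactions ran 45 min before ADP-Glo detection.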
GALK inh = qHTS Assay for Inhibitors of Human Galactokinase (GALK); P51570; Purified GALK, Kinase-Glo residual ATP luminescence; Potency, µM (top dose mostly 57.5 µM), without a hit: top-dose activity change, negative = inhibition, actives largely listed as inhibitors; 0.007% of 270,000 active; also: potency is read from the fitted curve at half-maximal effect; % is scaled to controls: 0 for no effect and ±100 for the full control effect
Target sequence (P51570 whole entry, looked up): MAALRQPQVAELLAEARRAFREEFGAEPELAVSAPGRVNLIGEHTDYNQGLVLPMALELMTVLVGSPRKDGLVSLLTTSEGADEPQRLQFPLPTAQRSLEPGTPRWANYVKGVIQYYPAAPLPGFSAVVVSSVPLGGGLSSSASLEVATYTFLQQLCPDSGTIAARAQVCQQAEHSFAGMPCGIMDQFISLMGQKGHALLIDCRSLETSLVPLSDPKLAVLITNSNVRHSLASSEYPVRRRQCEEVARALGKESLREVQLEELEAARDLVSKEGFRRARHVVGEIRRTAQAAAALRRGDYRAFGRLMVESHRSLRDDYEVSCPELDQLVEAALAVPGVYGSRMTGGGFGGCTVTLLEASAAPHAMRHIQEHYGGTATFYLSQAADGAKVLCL
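ATP-depletion format; final 35 uM ATP, 100 uM D-galactose, 5 nM enzyme; pH 8.0 HEPES/Mg2+ buffer; 60 min RT; luminescence read 10 min after detection reagent.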
TSG101-PTAP inh = qHTS Assay for Iinhibitors of HIV-1 Budding by Blocking the Interaction of PTAP/TSG101; 340,000 tested, under 10 active; Fluorescence polarization, FITC-PTAP peptide / Tsg101 binding; Tumor susceptibility gene 101 protein (Homo sapiens), Q99816; Potency, µM (titrated, usually from 115 µM), without a hit: top-dose activity change, negative = inhibition, actives largely listed as inhibitors; active = well fitted inhibition curve with a large enough effect in the main read-out, with a control signal flat, not every such curve was filed as active; inconclusive = small, poorly fitted or top-dose-only effect, or effect the other way, or a change in a side signal; inactive = no such curve, though single readings can be large or run the other way; also: potency is read from the fitted curve at half-maximal effect; % of control where 0% means no effect
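Fluorescence anisotropy tracks displacement of a FITC-tagged PTAP peptide (50 nM) from the Tsg101 binding domain (10 uM), following a 20 min room-temperature incubation at pH 7.5.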
Chronic BCR inh = qHTS Assay to Find Inhibitors of Chronic Active B-Cell Receptor Signaling; ABC-DLBCL IkBa-CBG/CBR reporter, luminescence ratio, 4 h; Potency, µM (doses to about 46.1 µM), inactives show at the highest dose ratio change, negative = lower green/red ratio, hits mostly inhibitors; 0.05% of 340,000 active; AID 493014, 2011; active = well fitted inhibition curve with a large enough effect in the signal ratio, with a control signal flat, not every such curve was filed as active; inconclusive = small, poorly fitted or top-dose-only effect, or effect the other way, or a change in a side signal; the % refers to the signal ratio;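 also: potency is read from the fitted curve at half-maximal effect; plate controls were basal doxycycline-induced cells for no effect and cells given 10 µM MG132 for full effect; MG132 reads +100%, hits lower the ratio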
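Cell line TMD8 (human ABC DLBCL), stably expressing tet-inducible CBG68-IkBa fusion and CBR; IMDM/0.5% FBS; cpd up to 46 uM; dox induction, 4 h, 37C/5% CO2; dual luminescence; green/red ratio; MG132 control.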
S-ASM inh = Inhibitors of Secretory Acid Sphingomyelinase (S-ASM): qHTS | 0.006% of 340,000 active | placental ASM, HMU-PC fluorogenic substrate, 60 min | Sphingomyelin phosphodiesterase (Homo sapiens), P17405 | Potency, µM (highest dose often 57.5 µM), inactives show at the highest dose activity change, negative = inhibition, usual class: inhibitors; also: potency is read from the fitted curve at half-maximal effect
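Steps: dispense placental human ASM, pin compound, wait 10 min at room temperature, add HMU-PC0 substrate at 9 uM final, incubate 60 min at 37 °C, add stop solution raising pH to 10, read fluorescence.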
Menin MLL FP TR = qHTS Assay for Inhibitors Targeting the Menin-MLL Interaction in MLL Related Leukemias: Competition With Texas Red Labeled MLL-derived Mutant Peptide; O00255; Potency, µM (series often up to 61.6 µM), for inactives: at the highest dose FP activity change, negative = inhibition, usual class: inhibitors; AID 1768, 2009; 0.23% of 270,000 active; Menin + Texas Red MLL mutant peptide, fluorescence polarization; active = well fitted inhibition curve with a large enough effect in the polarisation, with a control signal flat, not every such curve was filed as active; inconclusive = small, poorly fitted or top-dose-only effect, or effect the other way, or a change in a side signal; inactive = no such curve, though single readings can be large or run the other way; the % refers to the polarisation; also: potency is read from the fitted curve at half-maximal effect; % of control where 0% means no effect; many of its hits are not listed in these tables
Giardia kill = Small Molecules that selectively kill Giardia lamblia: qHTS. Giardia lamblia trophozoite viability. activity change, % at 7.66 µM, hits read low. 0.15% of 340,000 active; in the data active = activity change below about -80%; inconclusive = between about -30% and that limit;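 also: parasites exposed to compound for two days anaerobically before the ATP read; % is scaled to controls: 0 for no effect and ±100 for the full control effect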
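Anaerobic 48 hrs incubation at 37 deg C of 100 trophozoites/well with test compounds; ATPLite 1-Step luminescence, 15-30 min RT, reports cellular ATP as viability.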
FBPA coupling cs = qHTS Assay for Inhibitors of Fructose-1,6-bisphosphate Aldolase from Giardia Lamblia: Coupling assay counterscreen. coupling enzyme system counterscreen, AmpLite Red fluorescence. activity change, negative = inhibition, % at 58.2 µM, hits read low. 0.67% of 290,000 active. AID 2472, 2010; in the data active = activity change below about -30%; also: % is scaled to controls: 0 for no effect and ±100 for the full control effect
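Counterscreen lacking aldolase: glyceraldehyde-3-phosphate coupling-enzyme reagent preincubated 10 min at RT with compound (at 57.5 uM final), then substrate/coupling system with AmpLite Red added; fluorescence read at 525/598 nm after 20 min RT.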
PKM2 act = qHTS Assay for Activators of Human Muscle isoform 2 Pyruvate Kinase; 0.34% of 260,000 active; purified PKM2, Kinase-Glo ATP luminescence, activation; response scale: 0% is enzyme alone, no compound; Potency, µM (doses to about 57.5 µM), for the others: at the highest dose activation, usual class: activators; also: potency is read from the fitted curve at half-maximal effect; % is scaled to controls: 0 for no effect and ±100 for the full control effect; nearly all actives have a fitted effect of over 55% in size
Target sequence (P14618 whole entry, looked up, canonical isoform): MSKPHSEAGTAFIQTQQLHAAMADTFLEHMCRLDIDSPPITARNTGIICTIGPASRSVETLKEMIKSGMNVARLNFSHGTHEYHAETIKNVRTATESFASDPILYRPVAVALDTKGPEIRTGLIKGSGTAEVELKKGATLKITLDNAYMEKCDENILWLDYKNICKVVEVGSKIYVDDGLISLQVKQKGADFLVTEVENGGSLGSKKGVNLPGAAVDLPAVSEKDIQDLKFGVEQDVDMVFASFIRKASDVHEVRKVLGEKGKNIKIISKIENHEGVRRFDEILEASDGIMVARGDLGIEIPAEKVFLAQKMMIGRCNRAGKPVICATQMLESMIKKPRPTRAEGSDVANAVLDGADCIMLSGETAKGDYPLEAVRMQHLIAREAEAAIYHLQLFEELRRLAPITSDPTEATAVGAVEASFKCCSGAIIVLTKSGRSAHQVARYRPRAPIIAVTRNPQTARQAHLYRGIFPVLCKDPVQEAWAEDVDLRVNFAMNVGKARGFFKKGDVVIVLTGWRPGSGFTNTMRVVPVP
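Kinase-Glo luminescence reports ATP generated from ADP (0.1 mM) and PEP (0.5 mM) by purified hPK-M2 after 1 h at room temperature, pH 7.2 imidazole buffer; intermediate enzyme activity allows detecting inhibitors and activators.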
a7 integrin act = qHTS for Activators of Integrin-Mediated Alleviation for Muscular Dystrophy. Potency, µM (titrated, usually from 38.3 µM), for the others: at the top dose activation, actives largely listed as activators. 0.064% of 350,000 active. alpha7betagal myoblasts, beta-gal FDG fluorescence, 48 h. AID 624291, 2012;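 also: potency is read from the fitted curve at half-maximal effect; 100% = response of the positive control SU9516; nearly all actives have a fitted effect of over 60% in size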
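alpha7betagal+/- myoblasts (passage 13, 250/well) treated 48 h at 37C with compounds at 1:260 dilution of DMSO stock. Lysed, then beta-galactosidase activity read as FDG fluorescence (ex 480/em 540) after 30 min, with pre-read for autofluorescence.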
B2AR arrestin = qHTS assay of beta-arrestin-biased ligands of beta2-adrenergic receptor | Beta-2 adrenergic receptor (Homo sapiens), P07550 | beta-arrestin recruitment to beta2AR, cell-based reporter | Potency, µM (titrated, usually from 46.1 µM), without a hit: top-dose activation, hits mostly activators | 0.02% of 330,000 active | AID 492947, 2010;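 also: potency is read from the fitted curve at half-maximal effect; 0% = DMSO controls and full agonism = EC100 isoproterenol or metaproterenol; nearly all actives have a fitted effect of over 65% in size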
Numbers without * were called inactive; [ ] = dose if it differs, or a comment. Unless noted, calls follow the shape of the dose curve; as a rule, active = well fitted curve in the direction sought with a large enough effect; inconclusive = small, poorly fitted or top-dose-only effect, or another doubt; inactive = no such curve, though single readings can be large; an effect the other way counts as inactive or inconclusive. Not all compounds are listed; count on the stated rates, not on these rows.

`CCS(=O)(=O)c1ccc(-c2cccc(NC(=O)COc3ccc(Cl)cc3)c2)nn1` gave Tb PFK inh -8.7%, GALK inh 6.6%, TSG101-PTAP inh -5.2%, Chronic BCR inh -4.5%, S-ASM inh -2.6%, Menin MLL FP TR -9.2%, Giardia kill inconclusive, FBPA coupling cs 0.4, PKM2 act -0.1%, a7 integrin act 24.1% and B2AR arrestin -0.9%.
`O=S(=O)(Nc1ccc2ccccc2n1)c1ccccc1` gave Tb PFK inh 0.9%, GALK inh 6.2%, TSG101-PTAP inh -7.8%, Chronic BCR inh -2.3%, S-ASM inh 5.4%, Giardia kill -6.7, PKM2 act 24.4%, a7 integrin act -13.3% and B2AR arrestin 3.0%.
COc1cccc(OCC(O)CN2CCN(c3ccccn3)CC2)c1 (centres undefined) was read as Tb PFK inh -0.5%, GALK inh 1.8%, TSG101-PTAP inh -2.7%, Chronic BCR inh 0.0%, S-ASM inh 2.9%, Menin MLL FP TR -10.5%, Giardia kill inconclusive, FBPA coupling cs 0.1, PKM2 act -3.9%, a7 integrin act -17.1% and B2AR arrestin -0.8%.
`O=C(Nc1ccc(S(=O)(=O)Nc2nccs2)cc1)c1ccc(F)cc1` gave Tb PFK inh 4.2%, GALK inh -5.2%, TSG101-PTAP inh 0.2%, Chronic BCR inh -3.4%, S-ASM inh -1.6%, Menin MLL FP TR 32.8%[activator], Giardia kill -22.7, FBPA coupling cs -1.3, PKM2 act -7.4%, a7 integrin act -16.1% and B2AR arrestin 0.1%.
Screening Cc1ccccc1SCC(=O)NNC(=O)c1ccccc1O returned Tb PFK inh 2.8%, GALK inh -2.8%, TSG101-PTAP inh 2.1%, Chronic BCR inh inconclusive, S-ASM inh -2.0%, Giardia kill 19.1, PKM2 act -10.2%, a7 integrin act -45.1%[inhibitor] and B2AR arrestin -0.9%.
Screening COc1ccccc1NS(=O)(=O)c1ccc(O)c(NC(=S)NCC2CCCO2)c1 (centres undefined) returned Tb PFK inh -10.5%, TSG101-PTAP inh -5.8%, Chronic BCR inh -7.6%, S-ASM inh -2.4%, Giardia kill 3.6, FBPA coupling cs 3.0, PKM2 act -0.4%, a7 integrin act 22.3% and B2AR arrestin -0.5%.
Screening CCN(CC)CCCNC(=O)/C=C/C(=O)O returned Tb PFK inh -2.4%, GALK inh 0.4%, TSG101-PTAP inh 1.1%, Chronic BCR inh -2.8%, S-ASM inh 9.8%, Giardia kill -11.1, FBPA coupling cs 1.4, PKM2 act -5.5%, a7 integrin act 15.0% and B2AR arrestin -0.4%.
For O=S(=O)(NCCn1ccc2ccccc21)c1ccccc1 the results were Tb PFK inh -1.7%, GALK inh -0.1%, TSG101-PTAP inh -0.1%, Chronic BCR inh 6.3%, S-ASM inh -0.8%, Menin MLL FP TR -1.8%, Giardia kill 8.6, FBPA coupling cs 0.3, PKM2 act 18.3%, a7 integrin act 10.3% and B2AR arrestin -0.1%.
For COc1ccccc1-c1c(C)nn2c(NCCN3CCCC3)cc(C)nc12 the results were Tb PFK inh 0.0%, GALK inh -1.6%, TSG101-PTAP inh -1.3%, Chronic BCR inh 3.5%, S-ASM inh 5.2%, Menin MLL FP TR -2.9%, Giardia kill 7.1, FBPA coupling cs -2.8, PKM2 act -6.1%, a7 integrin act -9.0% and B2AR arrestin -0.6%.
For Cc1ccc(S(=O)(=O)NN2C(=O)/C(=C\c3ccc(Cl)cc3)SC2=S)cc1 the results were Tb PFK inh 3.0%, GALK inh -7.6%, TSG101-PTAP inh -1.1%, Chronic BCR inh -0.4%, S-ASM inh -2.4%, Giardia kill -13.9, FBPA coupling cs 0.1, a7 integrin act 15.4% and B2AR arrestin -0.1%.
For Cc1cc(=O)oc2c3c(cc(OCC(=O)NCCC(=O)O)c12)OC(C)(C)CC3 the results were Tb PFK inh 12.7%, GALK inh -2.6%, TSG101-PTAP inh -4.5%, Chronic BCR inh 2.5%, S-ASM inh 55.9%[activator], Menin MLL FP TR -1.8%, Giardia kill -20.4, FBPA coupling cs -0.8, a7 integrin act 7.6% and B2AR arrestin -0.4%.
CCCCN(C)C(=O)c1ccc2c(c1)S(=O)(=O)c1ccccc1C2=O was read as Tb PFK inh 3.0%, GALK inh -2.9%, TSG101-PTAP inh 1.2%, Chronic BCR inh -0.1%, S-ASM inh 3.1%, Giardia kill 5.6, PKM2 act 1.2%, a7 integrin act -19.3% and B2AR arrestin 0.1%.
`Cc1ccc(-n2nnnc2SCC(=O)N2Cc3ccccc3CC2C(=O)O)cc1` (centres undefined) gave Tb PFK inh 1.5%, GALK inh 2.7%, TSG101-PTAP inh -3.9%, Chronic BCR inh -0.5%, S-ASM inh 1.2%, Giardia kill -12.2, FBPA coupling cs 6.5, PKM2 act -2.6%, a7 integrin act 7.4% and B2AR arrestin 0.0%.
For CCN1C(=O)[C@H]2[C@@H](c3ccc(-c4ccc(OC)cc4)c(OC)c3)N[C@@](CC(C)C)(C(=O)OC)[C@H]2C1=O the results were Tb PFK inh 0.7%, TSG101-PTAP inh 0.1%, Chronic BCR inh 4.8%, S-ASM inh -14.8%, Giardia kill 5.8, a7 integrin act 7.1% and B2AR arrestin 0.1%.
`COc1ccc([N+](=O)[O-])cc1NC1CCN(C(=O)c2cccs2)CC1` gave Tb PFK inh 1.8%, GALK inh -1.0%, TSG101-PTAP inh -8.8%, Chronic BCR inh 11.8%, S-ASM inh -5.9%, Giardia kill -10.0, PKM2 act 0.2%, a7 integrin act inconclusive and B2AR arrestin -0.9%.
CCOc1ccc(CCNC(=O)c2cccc(N3CCCC3=O)c2)cc1OCC was read as Tb PFK inh 3.1%, GALK inh -1.5%, TSG101-PTAP inh -0.7%, Chronic BCR inh inconclusive, S-ASM inh 1.8%, Menin MLL FP TR -0.1%, Giardia kill -3.0, FBPA coupling cs -2.4, PKM2 act -2.6%, a7 integrin act -18.9% and B2AR arrestin 0.4%.
O=C1CCCN1c1ccc(S(=O)(=O)N2CCC(c3ccccc3)CC2)cc1 was read as Tb PFK inh -0.5%, GALK inh 2.2%, Chronic BCR inh 6.3%, S-ASM inh 2.3%, Menin MLL FP TR -18.3%, Giardia kill 4.3, FBPA coupling cs -1.3, PKM2 act -3.4%, a7 integrin act 3.1% and B2AR arrestin -0.4%.
`NC(=S)N/N=C/c1c[nH]c2ccc(OCc3ccccc3)cc12` gave Tb PFK inh -2.0%, GALK inh -5.5%, TSG101-PTAP inh 3.4%, Chronic BCR inh inconclusive, S-ASM inh -4.8%, Menin MLL FP TR inconclusive, Giardia kill 47.4[activator], FBPA coupling cs -6.1, PKM2 act -4.9%, a7 integrin act -24.0% and B2AR arrestin 2.6%.
COc1ccc(F)cc1C(=O)C1CCCN(Cc2ccc(Oc3ncccn3)cc2)C1 (centres undefined) was read as Tb PFK inh 18.1%, GALK inh -1.2%, TSG101-PTAP inh -7.2%, Chronic BCR inh 0.9%, S-ASM inh 4.0%, Menin MLL FP TR -10.1%, Giardia kill 32.7[activator], FBPA coupling cs -2.8, PKM2 act 2.3%, a7 integrin act -23.4% and B2AR arrestin 0.2%.
`COC(=O)C1CCN(C(=O)Cn2nnc(-c3cccc(F)c3)n2)CC1` gave Tb PFK inh -6.6%, TSG101-PTAP inh -4.9%, Chronic BCR inh -0.1%, S-ASM inh -3.5%, Menin MLL FP TR -23.1%, Giardia kill 18.9, FBPA coupling cs -0.3, a7 integrin act 15.9% and B2AR arrestin -0.8%.
Screening Cc1ccc(-n2c(CCC(=O)O)ccc2-c2cccs2)cc1C returned Tb PFK inh 14.4%, GALK inh 0.7%, TSG101-PTAP inh -6.1%, Chronic BCR inh 5.6%, S-ASM inh 8.8%, Menin MLL FP TR 20.1%, Giardia kill 41.3[activator], FBPA coupling cs 14.4, PKM2 act inconclusive, a7 integrin act 4.9% and B2AR arrestin -0.5%.
Screening Cc1cc(NS(=O)(=O)c2ccc(NC(=O)C(C)Oc3cc(C)c(Cl)c(C)c3)cc2)no1 (centres undefined) returned Tb PFK inh 15.8%, GALK inh -7.2%, TSG101-PTAP inh -3.7%, Chronic BCR inh inconclusive, S-ASM inh -0.7%, Giardia kill -8.3, PKM2 act -1.7%, a7 integrin act inconclusive and B2AR arrestin -0.6%.
For CC(C)(C)c1nc(SCC(=O)NCc2ccco2)c2ccccc2n1 the results were Tb PFK inh 0.2%, GALK inh 1.0%, TSG101-PTAP inh -2.2%, Chronic BCR inh -0.9%, S-ASM inh -3.0%, Menin MLL FP TR -0.3%, Giardia kill 11.0, FBPA coupling cs 1.5, PKM2 act 0.9%, a7 integrin act -18.9% and B2AR arrestin 0.0%.
